G6PDH CS = inhibits Leuconostoc G6PDH, flagging false hits in G6PDH-based assays; Purified L. mesenteroides G6PDH, diaphorase/resazurin coupled fluorescence, 45 min; inhibition, % at 5 µM; 200,000 tested, 0.12% active; in the data active = inhibition above about 50%
NF-kB expr up = NF-kB expression increase, human neuronal cells; fold change at 12.5 µM; 190,000 tested, 1.6% active; AID 1239; NF-kB reporter expression; active compounds read high; in the data active = fold change above about 3.3
APP 5UTR inh = APP translation inhibition; SH-SY5Y APP 5'UTR-luciferase reporter, luminescence; inhibition, % at 2 µM; 190,000 tested, 0.82% active;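 active = inhibition above a set limit, derived from the sample mean plus 3 SD, cut at about 45% in these data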; also: values of inactives mirror those of a sister screen read the other way
STAT1 act = STAT1 signaling activation; NIH 3T3 STAT1-luciferase reporter, IFN-gamma, luminescence; 100% = IFN-gamma alone, no compound; activation (% of control), % at 5.5 µM; 200,000 tested, 2.6% active; AID 932;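 active = activation above the screen-wide mean activation plus 3 SD, cut at about 130% in these data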;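 also: raw ratio to IFN-gamma control signal so 100% means no change and 0% no light; values of inactives mirror those of a sister screen read the other way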
Hsp70 act = Hsp70 transcriptional activation, primary screen; HeLa Hsp70 promoter luciferase reporter, luminescence; scaled: vehicle 0, proteasome-inhibitor control 100%; AID 1203; activation, % at 10 µM; 200,000 tested, 0.04% active;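 active = activation above the mean across all tested compounds plus 3 SD, cutoff set per campaign, cut at about 5.5% in these data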;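 also: 100% = MG132 at 30 µM as the positive control and 0% = DMSO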
HMGR II inh = blocks class II HMG-CoA reductase of Enterococcus faecalis; purified E. faecalis HMGR, NADPH absorbance 340 nm kinetic; inhibition, % at 10 µM; 190,000 tested, 0.41% active; AID 1066;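 active = inhibition above a set limit, the median over all tested compounds plus 3 SD, cut at about 9.5% in these data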;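 also: enzyme runs in reverse so mevalonate oxidation gives rising NADPH absorbance; 0% = complete reaction with DMSO and 100% = background rate lacking mevalonate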
DTT redox prof = compounds producing H2O2 with reducing agent – biochemical, NIH compound library profiling, artefact control for MLSCN library redox annotation, primary screen; activation, % at 10 µM; DTT-dependent redox cycling H2O2, phenol red/HRP absorbance; 100% = 100 µM peroxide control, 0% = buffer; 200,000 tested, 0.03% active;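 active = activation of at least 50% relative to the plate's high and low controls in the primary single-dose screen; inactive = activation below 50%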;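 also: compound incubated with DTT at 0.8 mM final as the reducing agent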
FLuc act counter = firefly luciferase counter-screen for stimulation assays; ATPlite luciferase biochemical, luminescence, 10 min; 0 = ATP-free wells, 1 = DMSO control; activation factor at 10 µM; 200,000 tested, under 10 active;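 active = luciferase activation factor, scaled between plate controls, of at least 2 with compound at 10 µM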
Target sequence (P08659 whole entry, looked up): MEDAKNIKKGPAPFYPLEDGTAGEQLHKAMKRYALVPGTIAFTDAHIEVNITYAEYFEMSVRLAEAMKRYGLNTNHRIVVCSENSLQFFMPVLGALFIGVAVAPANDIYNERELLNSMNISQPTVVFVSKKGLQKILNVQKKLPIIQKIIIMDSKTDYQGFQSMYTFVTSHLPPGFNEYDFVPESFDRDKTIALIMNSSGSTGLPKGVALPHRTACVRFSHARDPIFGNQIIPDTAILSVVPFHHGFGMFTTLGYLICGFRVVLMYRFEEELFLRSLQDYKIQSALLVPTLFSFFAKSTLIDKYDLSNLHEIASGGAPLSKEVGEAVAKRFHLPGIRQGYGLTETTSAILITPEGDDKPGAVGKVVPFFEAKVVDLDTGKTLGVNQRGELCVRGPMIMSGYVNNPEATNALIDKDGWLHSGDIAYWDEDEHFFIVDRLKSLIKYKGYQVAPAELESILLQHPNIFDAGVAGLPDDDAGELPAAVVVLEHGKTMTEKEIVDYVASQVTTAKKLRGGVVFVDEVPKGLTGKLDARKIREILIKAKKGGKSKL
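System: cell-free luciferase reagent; medium: PBS as buffer for the ATP substrate; doses: test compounds dosed from 2 mM stocks in 100% DMSO; incubation: 10 min, room temperature; measured by: luminescence from luciferase reaction; read-out: luciferase activation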
APP 5'UTR act = activates APP 5'UTR luciferase reporter; 190,000 tested, 1% active; activation, % at 2 µM; AID 1276; SH-SY5Y APP 5'UTR luciferase reporter, luminescence; zero percent = DMSO vehicle wells;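 active = activation above a set limit, based on mean plus 3 SD of controls, cut at about 140% in these data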; also: values of inactives mirror those of a sister screen read the other way
FLuc inh counter = Photinus pyralis luciferase inhibition counter-screen; ATPLite firefly luciferase biochemical luminescence, 10 min; inhibition, % at 10 µM; 200,000 tested, 1.5% active;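 active = inhibition above about 50% when tested at 10 µM, limit read from the data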
The depositor's hits bear a star; nt = not tested or not shown.

Below each compound: G6PDH CS	NF-kB expr up	APP 5UTR inh	STAT1 act	Hsp70 act	HMGR II inh	DTT redox prof	FLuc act counter	APP 5'UTR act	FLuc inh counter
> Cc1ccc(C2(C)NC(=O)N(CC(=O)NC(=O)NCCC(C)C)C2=O)cc1 (centres undefined)
→ 15	0.99	14	93	-0.4	-2	-1.4	1	-14	-2
> CC(C(=O)N1CCOCC1)N1C(=O)C2C3C=CC(C4CC34)C2C1=O (centres undefined)
→ 12	0.88	-40	104	-0.3	-1	-0.2	1.1	40	-10
> COC(=O)C1CCN(c2cc(Cl)nc(N)n2)CC1
→ 6	1.1	-9	100	0.2	-6	-1.5	1	9	0
> Nc1c(-c2cccc(Cl)c2)cnn1-c1cccc([N+](=O)[O-])c1
→ 8	1.2	-7	115	0.0	0	2.2	1	7	0
> CCOC(=O)c1sc2nc(C)nc(Nc3ccc(OC)c(OC)c3)c2c1C
→ 4	1.2	-3	109	-0.2	-2	0.2	1	3	-3
> COc1ccccc1OCC(=O)OC/C(O)=C(\C#N)c1nc2ccccc2[nH]1
→ -16	1.5	-16	90	-0.3	1	0.7	0.9	17	5
> CCCCC(=O)Nc1ccc(C(N)=O)cc1
→ -1	1.2	-2	99	-0.4	-2	5.5	1.1	2	-8
> CN(NC(=O)COc1ccccc1)C1=NS(=O)(=O)c2ccccc21
→ 10	1	4	96	-0.3	-3	0.3	1.1	-4	-8
> COc1ccc(Cc2noc(CN3CCCN(Cc4ccc(F)cc4)CC3)n2)cc1OC
→ 11	1	4	97	-0.1	-2	1.5	1.1	-4	-9
> CC1(C)Cc2c(c(N3CCOCC3)nc3snc(NC(=O)c4ccccc4)c23)CO1
→ 6	0.59	-19	104	-0.5	5	0.1	1.1	19	-8
> NC(=O)C1CCN(c2ncccc2[N+](=O)[O-])CC1
→ 5	1.3	-6	105	-0.2	1	-1.3	1.1	6	-6
> COc1ccc(S(=O)(=O)N2Cc3ccccc3CC2C(=O)O)cc1OC (centres undefined)
→ 12	1.2	2	96	0.0	-9	-4.0	1	-2	-1
> N#CN=C(N)c1ccccc1
→ 0	0.88	4	102	-0.2	-1	-0.8	1.1	-4	-12
> COc1ccc(-c2nn(-c3ccccc3)cc2/C=N/Nc2ccccn2)cc1OC
→ -10	1.1	11	99	-0.1	0	0.1	0.9	-11	10
> COc1ccc(C(=O)Nc2ccc([N+](=O)[O-])cn2)c(OC)c1
→ -17	4.4*	-143	148*	-0.1	-1	0.6	0.5	143*	45
> O=C1Cc2ccccc2Sc2c(OCCN3CCCCC3)cccc21
→ 1	0.87	-7	104	-0.4	-4	-0.7	1	7	1
> CCCSc1ccc(C(=O)Nc2ccc(F)cc2F)cn1
→ 3	1.6	-21	113	-0.2	-1	-0.5	0.9	21	7
> CCCOc1nnnn1-c1ccccc1
→ 10	1.1	0	105	0.2	-3	-2.6	1	0	1
> CN(C)C(=S)NC(=O)C(c1ccccc1)c1ccccc1
→ 7	nt	3	97	0.2	-6	-0.2	1	-3	-3
> COC(=O)c1ccc(CN2C(=O)NC3(CCCc4ccccc43)C2=O)o1 (centres undefined)
→ 14	0.87	3	99	-0.3	-1	-1.3	1	-3	-4
> COc1ccc(N2CCN(c3nc(Nc4ccc(F)cc4)nc(OC)n3)CC2)cc1
→ 6	1.1	12	102	-0.2	-2	-2.1	1	-12	-4
> COc1cc(/C=N/N2CCOCC2)ccc1OCc1ccc(Cl)cc1
→ -2	2.7	-144	140*	0.0	2	-0.3	1	144*	5
> COC(=O)C1(C)Nc2ccccc2C(=O)N1c1ccccc1C (centres undefined)
→ -6	1	-7	101	0.2	0	-0.2	1.1	7	-6
> O=C(NCc1ccc(Cl)cc1)c1cccc(NC(=O)c2ccccc2)c1
→ 12	0.69	-23	100	-0.3	-2	0.3	1.1	23	-8
> O=C(/C=C/c1ccc(Cl)cc1)N1CCN(c2ccccc2[N+](=O)[O-])CC1
→ 0	1.2	-8	90	-0.4	-4	-0.6	1	8	-3
> Cc1cc(N2CCOCC2)nc(-c2ccccc2O)n1
→ -5	1	3	112	-0.2	1	-0.2	1	-3	-3
> Cc1ccc(NC(=O)c2ccccc2NS(=O)(=O)c2ccc(Cl)s2)cc1S(=O)(=O)N1CCOCC1
→ -7	0.45	-5	100	-0.3	-2	0.4	1	5	-4
> CC(=O)c1cnc2cc(-c3cccc(Br)c3)nn2c1C
→ -9	2	-82	126	0.2	1	-0.1	1	82	3
> CCOc1cccc(C(=O)Nc2ccc3oc(Cc4ccc(Cl)cc4)nc3c2)c1
→ -2	0.79	-5	101	-0.4	-5	0.1	1	5	-2
> NC(=O)CSc1nccn1Cc1ccccc1
→ 11	1.6	10	97	-0.3	0	-0.2	1	-10	0

By substructure: those above containing an aryl methoxy group
Below each compound: G6PDH CS	NF-kB expr up	APP 5UTR inh	STAT1 act	Hsp70 act	HMGR II inh	DTT redox prof	FLuc act counter	APP 5'UTR act	FLuc inh counter
> CCOC(=O)c1sc2nc(C)nc(Nc3ccc(OC)c(OC)c3)c2c1C
→ 4	1.2	-3	109	-0.2	-2	0.2	1	3	-3
> COc1ccccc1OCC(=O)OC/C(O)=C(\C#N)c1nc2ccccc2[nH]1
→ -16	1.5	-16	90	-0.3	1	0.7	0.9	17	5
> COc1ccc(Cc2noc(CN3CCCN(Cc4ccc(F)cc4)CC3)n2)cc1OC
→ 11	1	4	97	-0.1	-2	1.5	1.1	-4	-9
> COc1ccc(S(=O)(=O)N2Cc3ccccc3CC2C(=O)O)cc1OC (centres undefined)
→ 12	1.2	2	96	0.0	-9	-4.0	1	-2	-1
> COc1ccc(-c2nn(-c3ccccc3)cc2/C=N/Nc2ccccn2)cc1OC
→ -10	1.1	11	99	-0.1	0	0.1	0.9	-11	10
> COc1ccc(C(=O)Nc2ccc([N+](=O)[O-])cn2)c(OC)c1
→ -17	4.4*	-143	148*	-0.1	-1	0.6	0.5	143*	45
> COc1ccc(N2CCN(c3nc(Nc4ccc(F)cc4)nc(OC)n3)CC2)cc1
→ 6	1.1	12	102	-0.2	-2	-2.1	1	-12	-4
> COc1cc(/C=N/N2CCOCC2)ccc1OCc1ccc(Cl)cc1
→ -2	2.7	-144	140*	0.0	2	-0.3	1	144*	5

Following part:
Below each compound: G6PDH CS	NF-kB expr up	APP 5UTR inh	STAT1 act	Hsp70 act	HMGR II inh	DTT redox prof	FLuc act counter	APP 5'UTR act	FLuc inh counter
> COc1cc(OC)c(S(=O)(=O)NCc2ccco2)cc1S(=O)(=O)NCc1ccco1
→ 6	1.3	14	92	-0.4	-3	0.4	1	-14	0
> c1ccc(C2CC(c3ccccc3)n3c(nc4ccccc43)N2)cc1 (centres undefined)
→ 12	1.3	-27	95	-0.3	-4	-0.2	1	27	1
> CCOC(=O)c1ccc(N/C=C/C(=O)C(C)(C)C)cc1
→ -1	4.2*	-98	136*	0.1	-5	-0.3	0.8	98	22
> O=C1CC(SC(=Nc2ccccc2)Nc2ccccc2)C(=O)N1c1cccc2ccccc12 (centres undefined)
→ 6	0.7	-1	102	-0.2	-3	1.6	1.1	1	-6
> Cn1c(CCC(=O)Nc2ccc(N3CCOCC3)cc2)nc(=O)c2ccccc21
→ 1	0.98	-2	96	-0.3	0	-0.4	1	1	0
> Cc1ncoc1C(=O)Nc1ccc(Oc2ccccc2)cc1
→ -3	1.5	-54	103	0.1	-1	-3.8	0.8	54	18
> O=C(CNC(=O)c1ccc(N2C(=O)c3ccccc3C2=O)cc1)OCC(=O)c1ccccc1
→ -2	1.1	-2	102	-0.1	-4	-0.1	1.1	2	-5
> Cc1cc(OCC(=O)NCCN2CCOCC2)ccc1Br
→ 1	1.1	2	100	-0.3	1	0.9	1	-2	-4
> COc1ccc(C(=O)NC2CCCCCC2)cc1S(=O)(=O)N1CCCC1
→ 10	1.1	20	92	-0.2	-4	-1.1	1.1	-20	-9
> CCCN1C(=O)c2ccc(C(=O)Nc3cc(C)on3)cc2C1=O
→ -5	1.6	-9	96	-0.3	2	-3.2	0.9	9	14
> COc1ccc(/C=N/N=C/c2c[nH]c(=O)c(C#N)c2Nc2ccccc2)cc1
→ 0	0.93	9	106	-0.4	-4	0.1	1	-9	-2
> CCOC(=O)c1ccccc1NC(=O)CSc1nncn1C
→ 9	1.2	-5	97	0.2	1	-0.9	1	5	1
> CCn1c(SCC(=O)OC)nnc1-c1ccncc1
→ 0	1.1	-20	98	-0.4	-2	0.9	1	20	-4
> COc1cccc(N2CCN(C(c3ccccn3)c3nnnn3C(C)(C)C)CC2)c1 (centres undefined)
→ 4	1.1	18	104	-0.4	1	-1.5	1.1	-18	-13
> CCCCN(CC)C(=S)Nc1ccc2nc3n(c(=O)c2c1)CCCCC3
→ 8	1.1	-23	91	0.3	-1	0.0	1.1	23	-5
> CCN(C(=O)Cc1ccccc1OC)c1nnc(-c2ccncc2)s1
→ 3	1.1	-8	86	0.1	-4	1.9	1	8	-4
> O=C(O)CCC(=O)Nc1ccccc1C(=O)Nc1ccccc1
→ 13	0.94	-5	100	-0.1	-4	0.0	1	5	-2
> Cc1ccccc1NC(=O)CSCCO
→ -6	1.3	8	99	-0.5	-2	-0.3	1	-8	-3
> Cc1ccc(S(=O)(=O)NCCC(=O)N2CCN(Cc3ccccc3)CC2)cc1
→ -13	0.99	-13	106	0.2	-1	-1.9	1	13	-4
> CCOC(=O)c1c(NC(=O)CSc2nnc(-c3ccccc3)n2CC)sc(C(C)=O)c1C
→ 4	0.6	-5	86	0.0	2	0.8	1.1	5	-6
> COc1nc(Nc2cccc([N+](=O)[O-])c2)nc(OC)n1
→ 1	1.3	-21	109	-0.1	-7	0.1	1	21	-2
> COc1cccc(-c2nnc(NC(=O)c3ccc4ncsc4c3)o2)c1
→ 8	1.2	1	104	-0.1	-8	-0.8	1	-1	5
> O=C(O)c1cccc(Cn2cccn2)c1
→ 2	1.2	-2	109	0.2	-5	0.1	1.1	2	-8

Screens as filed in PubChem BioAssay.
